# Mdm2 ligase inh – inhibitors of human Mdm2 E3 ubiquitin ligase. Q00987. cell-based MDM2 ubiquitination luciferase reporter, 2 h; 0 = plate control, 100 = twice control, blank-subtracted. signal enhancement, % at 5 µM. actives 0.11% (n = 210,000);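 active = signal enhancement of 30% or more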;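 also: luminescence tracks abundance of the self-degrading MDM2-luciferase fusion protein; higher signal means inhibition of MDM2 E3 ligase activity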
#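 Buffer or medium: Cells held in DMEM | Assay system: Stable mammalian line carrying autodegrading MDM2–luciferase fusion reporter | Quantity: 2000 cells/well | Times: 4 h settle plus 2 h compound, 37 °C | Doses: One concentration, 5 µM, with 0.2% DMSO | Technique: Luminescence with SteadyLite reagent, 15 min at room temperature | Benchmarks: Plate controls and plate blanks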
# TRPML3 agonist – human mucolipin-3 channel agonism; HEK293 TRPML3-YFP, Fluo-8 calcium fluorescence; 100% = the carbachol control signal; AID 1448; activation, % at 3 µM; actives 0.29% (n = 220,000);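 active = activation above its plate's cutoff, the mean activation of the plate's test wells plus 3 SD, cut at about 12% in these data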;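 also: 0% = DMSO only wells and 100% = carbachol wells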
# Target sequence (Q8TDD5 whole entry, looked up): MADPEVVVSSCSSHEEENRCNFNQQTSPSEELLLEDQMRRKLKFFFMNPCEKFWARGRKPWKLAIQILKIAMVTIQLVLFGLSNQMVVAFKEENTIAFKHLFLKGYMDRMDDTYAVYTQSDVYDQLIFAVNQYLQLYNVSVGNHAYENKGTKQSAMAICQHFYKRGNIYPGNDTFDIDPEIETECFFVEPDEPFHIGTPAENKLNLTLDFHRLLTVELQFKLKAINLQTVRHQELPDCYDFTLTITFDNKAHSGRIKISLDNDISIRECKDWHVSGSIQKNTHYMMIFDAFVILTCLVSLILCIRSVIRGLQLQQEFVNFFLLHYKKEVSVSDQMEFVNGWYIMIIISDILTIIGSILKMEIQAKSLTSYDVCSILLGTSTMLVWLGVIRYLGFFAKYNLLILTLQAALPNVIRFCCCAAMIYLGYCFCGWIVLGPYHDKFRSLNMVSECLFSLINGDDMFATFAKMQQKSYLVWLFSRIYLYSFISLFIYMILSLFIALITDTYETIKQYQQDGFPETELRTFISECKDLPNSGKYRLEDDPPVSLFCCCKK
#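 Material: TRPML3-YFP stable HEK293 cells | Dosing: One concentration, 3 µM nominal, 0.3% DMSO | Timing: 125 s total fluorescence read per well | Technique: Fluo-8 calcium dye fluorescence, ex 470-495, em 515-575 nm | Measure: Percent activation from peak-to-basal fluorescence ratio, scaled between DMSO and carbachol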
# Runt-SMMHC FRET – Runt domain-CBFb-SMMHC interaction inhibition; Q01196+Q13951; Cerulean-Runt/Venus-CBFb-SMMHC FRET ratio 530/480, 1 h; inhibition, % at 20 µM; actives 0.74% (n = 220,000); AID 1434;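 active = mean inhibition across duplicate retests at 20 µM reaching about 50%, limit read from the data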;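 also: 0% = DMSO wells and 100% = wells with excess untagged CBFb-SMMHC; inhibitors lower the FRET ratio by blocking Runt binding to CBFb-SMMHC; some results filed as inactive read as strong as hits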
# CHOP inhibitor – inhibitors of CHOP induction in ER stress response; CHO-K1 CHOP-promoter luciferase, tunicamycin-induced, 15-18 h; inhibition, % at 10 µM; actives 3.8% (n = 220,000); AID 2732;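 active = compounds that reduced the stress-induced luciferase reporter signal by more than about 70% of percent inhibition, limit read from the data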;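 also: 0% = tunicamycin plus vehicle and 100% = wells without tunicamycin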
# EBV gp42 block – blocks Epstein-Barr virus glycoprotein 42 binding; Q1HVG2; Fluorescence polarization binding assay, mP read-out; inhibition, % (tested at 21.74 µM); actives 0.42% (n = 220,000); AID 1085; in the data active = inhibition above about 50%
# NCF1 inh – p47phox (human) inhibition; inhibition, % at 24.7 µM; p47phox/p22phox peptide binding, fluorescence polarization, 2 h; P14598; actives 0.53% (n = 220,000); AID 1274;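 active = inhibition above about 30%, limit read from the data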;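 also: 0% = p47phox with labelled peptide and 100% = labelled peptide alone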
# Target sequence (P14598 whole entry, looked up): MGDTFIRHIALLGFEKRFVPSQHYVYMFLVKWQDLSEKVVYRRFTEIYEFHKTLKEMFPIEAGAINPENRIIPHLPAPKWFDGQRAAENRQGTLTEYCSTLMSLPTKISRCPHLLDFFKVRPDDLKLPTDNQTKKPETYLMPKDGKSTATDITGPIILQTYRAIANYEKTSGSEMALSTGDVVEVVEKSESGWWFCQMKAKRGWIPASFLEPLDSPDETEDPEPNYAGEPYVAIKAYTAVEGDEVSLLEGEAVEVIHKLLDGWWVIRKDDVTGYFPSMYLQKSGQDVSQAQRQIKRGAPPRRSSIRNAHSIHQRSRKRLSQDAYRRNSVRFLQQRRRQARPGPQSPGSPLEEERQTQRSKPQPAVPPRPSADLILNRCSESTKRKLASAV
# TRPN1 ag – agonists of zebrafish TRPN1 channel. HEK293 zebrafish TRPN1-YFP, Fluo-8 calcium fluorescence; 100% = response to 87 µM carbachol. activation, % at 3 µM. actives 0.18% (n = 220,000). AID 1424;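 active = activation above its plate's cutoff, the mean activation of test wells on that plate plus 3 SD, cut at about 19% in these data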;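 also: 0% = DMSO alone and 100% = 87 µM carbachol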
#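 Material: zebrafish TRPN1-YFP in HEK293 cells; Doses: single test compound dose, 3 µM nominal, 0.3% DMSO; Timing: dye loading 1 h at 37 °C, then 30 min room temperature; Technique: intracellular calcium fluorescence with Fluo-8; Benchmarks: high carbachol 87 µM, low DMSO alone.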
# TNF death inh – TNF-alpha cell death inhibition in Jurkat FADD-/- cells; Jurkat FADD-/- TNF necroptosis rescue, ATP luminescence, 24 h; 0 = TNF only, 100 = no-TNF cells; actives 0.068% (n = 220,000); activation (protection from cell death), % at 10 µM;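 active = activation, meaning protection from cell death, of at least 50% relative to plate controls; inactive = activation below 50%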;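 also: necroptosis triggered by 40 ng/mL TNF-alpha added together with compound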
# PPC-1+TRAIL kill – kills PPC-1 cancer cells in the presence of TRAIL; actives 0.41% (n = 220,000); cell killing (% activity), % at 4 µM; AID 1443; PPC-1 cells + TRAIL, ATPLite viability luminescence;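 active = cell killing above 50% in the first pass at 4 µM, then a duplicate retest at 5 µM averaging 50% or more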;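 also: plate controls were cells with TRAIL plus DMSO for no effect and medium-only wells lacking cells for full effect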
# Active calls of the source: *; · = no result given; [ ] = dose if it differs, or a comment.
SMILES,Mdm2 ligase inh,TRPML3 agonist,Runt-SMMHC FRET,CHOP inhibitor,EBV gp42 block,NCF1 inh,TRPN1 ag,TNF death inh,PPC-1+TRAIL kill
Nn1cc(-c2ccccc2)nc1SCC(=O)N1CCN(S(=O)(=O)c2ccccc2)CC1,-18,-0.3,-1,20,-6,-5,1.0,0.0,23
C/C(=N\NC(=S)NC1CCCCC1)c1ccc(Cl)c(Cl)c1,·,0.5,-4,44,1,3,1.4,0.0,14
CCOC(=O)Cc1c(C)nc2cc(-c3ccc(C(C)(C)C)cc3)[nH]n2c1=O,-17,0.8,3,33,0,-10,0.5,1.9,3
N#Cc1nc(Cc2ccccc2)oc1NCCCn1ccnc1,-1,0.4,3,-34,-26,1,0.3,0.4,8
COc1ccc(C(=O)NNC(=S)NC(=O)C(C)(C)C)cc1,-6,17*,0,26,-16,-6,41*,-1.2,23
CC(C)(C)N(Cc1cc2ccccc2[nH]c1=O)C(=O)c1cccnc1,6,0.4,0,33,-18,-4,0.9,0.4,6
O=C(O)C(O)c1ccccc1 (centres undefined),·,0.5,2,7,-6,9,0.0,·,2
Cc1cc(=O)oc(C)c1C(=O)NCCC(C)C,-13,-0.2,-2,4,-10,-2,-0.6,0.0,1
COc1cc2c(cc1OC)C(C1(O)CCCCC1)NCC2 (centres undefined),-9,0.0,1,-7,4,0,0.1,1.4,-5
Cc1ccc(CN(C)CCc2ccccn2)cc1,-13,0.6,-3,-2,-13,-4,-2.5,0.4,-9
CCOc1ccc(N(CC(=O)OC)S(=O)(=O)c2ccc3c(c2)n(C)c(=O)c(=O)n3C)cc1,-1,0.6,-7,-22,-19,2,0.5,-0.4,26
O=C(COC(=O)C1CC(=O)N(Cc2ccco2)C1)c1ccc(OC(=O)c2ccccc2)cc1 (centres undefined),5,1.2,-16,21,5,-13,2.1,-1.8,20
CSc1cccc(NC(=O)CN(C)S(=O)(=O)c2ccc(F)cc2)c1,-6,0.0,0,21,7,4,-0.9,-0.6,29
COc1ccc(-c2cc(C(=O)NCCN3CCOCC3)c3ccccc3n2)cc1,-15,-0.2,5,4,-9,-11,2.1,-4.8,11
O=C1CN(C(=S)Nc2ccc(OC(F)F)cc2)CCN1,-23,0.1,-1,9,-14,-6,-0.1,-0.1,6
O=C(CCc1ccc(S(=O)(=O)NCc2ccccc2)cc1)NCc1ccc2c(c1)OCO2,-10,-0.9,3,5,-5,-12,1.1,0.8,-21
CC1(C)OC2C(O1)[C@@H](CO)O[C@H]2n1cnc2c(N)ncnc21 (some centres undefined),-14,0.8,-2,5,-20,0,0.6,-2.1,12
O=C(CSc1ccccn1)Nc1cccc(NC(=O)CSc2ccccn2)n1,-9,0.1,0,-39,-8,-6,1.7,0.6,1
CCn1cc([N+](=O)[O-])c(C(=O)Nc2ccn(C34CC5CC(CC(C5)C3)C4)n2)n1,12,0.0,-2,29,-4,-4,-0.2,0.2,2
S=c1[nH]nc(-c2cccnc2)n1/N=C/C=C/c1ccco1,0,0.9,19,12,-8,5,0.0,0.3,12
O=C1S/C(=C\c2ccccn2)C(=O)N1Cc1ccccc1F,8,0.7,2,12,-15,-17,-0.3,0.3,19
N#Cc1ccc(-c2ccccc2)nc1SCC(=O)c1cccc(Cl)c1,-19,-0.7,-227,23,-77,-17,0.6,-0.1,10
CCCn1nc(C(=O)NCCN2CCOCC2)c2ccccc2c1=O,-4,0.3,-5,2,-26,0,1.2,-0.2,24
O=C(CN1c2ccccc2Sc2ccccc21)NNC(=S)Nc1ccc(Cl)cc1,-16,-0.3,-1,69,-13,-11,-0.5,-1.0,14
CCC(=O)N1c2ccc(S(=O)(=O)CCC(=O)Nc3nccs3)cc2CC1C (centres undefined),-15,0.3,-1,17,3,-9,0.9,10.0,-2

# Later entries:
SMILES,Mdm2 ligase inh,TRPML3 agonist,Runt-SMMHC FRET,CHOP inhibitor,EBV gp42 block,NCF1 inh,TRPN1 ag,TNF death inh,PPC-1+TRAIL kill
CCN1C(=O)C2(SC(NC(C)=O)=NN2C(C)=O)c2cc(C)ccc21 (centres undefined),-2,0.7,-2,18,-1,-3,1.0,-2.4,1
CCOc1cc(NC(=O)C2CC2)c(OCC)cc1NC(=O)c1ccccn1,-18,0.5,1,8,2,1,0.2,-3.9,-5
COC(=O)/C(=C\Nc1ccc(Oc2ccc(F)cc2F)nc1)NC(=O)c1ccccc1,-6,0.0,-1,-2,-4,3,-2.1,-0.4,6
Cc1ccccc1-c1nc(CN2CCC(C(=O)NCc3ccco3)CC2)c(C)o1,-30,1.2,0,22,-15,-2,0.0,-4.4,5
CC1CCN(C(=O)c2ccc(S(=O)(=O)N(C)C)cc2)C(C)C1 (centres undefined),-2,0.8,1,-31,-30,0,-0.8,1.2,1
Cc1ccc2c(C)c(C(=O)N(Cc3cccs3)C3CCS(=O)(=O)C3)oc2c1 (centres undefined),-7,-0.5,0,12,13,-11,-1.8,-0.7,14
Nn1c(SCc2cn3ccccc3n2)nnc1-c1ccncc1,-9,0.3,-1,14,-16,-25,1.0,1.2,-10
CCCOc1ccc(C2c3c(oc4cc(C)c(C)cc4c3=O)C(=O)N2CCCN(C)C)cc1 (centres undefined),-11,0.2,-2,9,-10,-20,2.0,0.3,14
CCOc1ccc(N2C(=O)S/C(=C\c3cc(OC)c(OC)c(OC)c3)C2=O)cc1,-8,1.2,-7,40,-7,1,0.6,3.0,-4
c1cncc(-c2cccnc2)c1,-4,0.5,-1,-8,-11,-1,-0.1,0.8,6
O=C(NCc1cccnc1)NC(C(F)(F)F)C(F)(F)F,-6,0.5,2,-37,4,-10,0.5,0.7,-10
O=C(O)CN1C(=O)C2C3CC(C2C1=O)C1C(c2ccc(F)cc2)c2sc(=O)[nH]c2SC31 (centres undefined),10,0.2,26,34,-9,2,1.0,-0.8,28
O=C(O)/C=C\c1cn(-c2ccccc2)nc1-c1cc2ccccc2o1,6,-0.4,0,-6,-1,-22,-1.0,-1.0,10
Cc1cc(O)c(C(C)C)cc1NS(=O)(=O)c1ccccc1,-13,-1.6,-5,2,-2,-8,-1.5,-1.4,0
CCn1ncc(Br)c1C(=O)N(C)C12CC3CC(CC(C3)C1)C2,-11,-1.5,1,87*,-7,-2,-1.0,-0.6,2
CCCn1nnc(NC(=O)c2cc3ccccc3o2)n1,-26,-0.3,-2,4,-11,-10,-0.6,-0.6,14
CCCCC(=O)NC(=S)Nc1ccccc1C(=O)Nc1ccccc1,8,0.1,2,45,-20,-9,-1.0,0.8,3
CC(C)NC(=O)NNc1c(Cl)cncc1Cl,-9,1.1,1,6,-5,2,0.3,1.4,-4
Cc1cc(C)c2c(N)c(C(=O)Nc3nccs3)sc2n1,-17,0.4,39,36,-1,-14,0.2,4.2,82*[5 µM]
Nc1ncnc2c1ncn2CCN1CCOCC1,1,1.4,-2,22,-26,-9,1.3,1.0,32
Cc1ccc(S(=O)(=O)N(CCC(=O)O)Cc2ccc(Cl)cc2)cc1,-1,0.7,1,-1,11,0,-0.3,0.1,3
CCOC(=O)N1CCN(C(=O)c2cccc(NS(=O)(=O)c3ccc(F)c(F)c3)c2)CC1,-2,-0.4,2,-14,-4,3,-0.4,1.0,17
O=C(/C=C/c1ccccc1)NC1CC2CCCC(C1)N2Cc1ccccc1 (centres undefined),·,0.8,0,-2,-18,-13,-1.4,0.7,3
COc1ccccc1CNC(=O)CSc1ccc(-c2ccccn2)nn1,0,-0.4,4,13,5,7,-0.4,0.4,7
COc1ccccc1CNC(=O)c1ccccc1OC,-13,1.0,2,53,12,-1,0.3,-0.6,-16

# 4 structures from above, sorted by length of the SMILES, low to high.
SMILES,Mdm2 ligase inh,TRPML3 agonist,Runt-SMMHC FRET,CHOP inhibitor,EBV gp42 block,NCF1 inh,TRPN1 ag,TNF death inh,PPC-1+TRAIL kill
Nc1ncnc2c1ncn2CCN1CCOCC1,1,1.4,-2,22,-26,-9,1.3,1.0,32
COc1ccccc1CNC(=O)c1ccccc1OC,-13,1.0,2,53,12,-1,0.3,-0.6,-16
CCCCC(=O)NC(=S)Nc1ccccc1C(=O)Nc1ccccc1,8,0.1,2,45,-20,-9,-1.0,0.8,3
Cc1ccccc1-c1nc(CN2CCC(C(=O)NCc3ccco3)CC2)c(C)o1,-30,1.2,0,22,-15,-2,0.0,-4.4,5

# Following part.
SMILES,Mdm2 ligase inh,TRPML3 agonist,Runt-SMMHC FRET,CHOP inhibitor,EBV gp42 block,NCF1 inh,TRPN1 ag,TNF death inh,PPC-1+TRAIL kill
Cc1ccc(OCC(=O)n2cnnc2N)c(C)c1,-6,0.3,75,-9,-17,-10,-0.5,-1.0,26
COc1ccccc1CNC(=O)c1ccccc1N,-13,0.6,2,35,-11,-3,-0.8,0.0,-29
C=CCOc1nc(N(C)C)nc(N(C)C)n1,-13,0.6,4,15,-16,-20,-0.1,12,14
COc1ccc2cc(C3(C)NC(=O)N(CC(=O)NCCC4=CCCCC4)C3=O)ccc2c1 (centres undefined),-3,-0.3,0,11,-30,-12,0.3,0.1,-3
O=C1C2C3C=CC(C3)C2C(=O)N1c1cccc(-c2nc3ccccc3o2)c1 (centres undefined),-7,-0.6,-3,26,-16,-88,0.4,-0.6,18
O=C(Cc1cn2ccsc2n1)Nc1nc2c(s1)CCCC2,-3,0.8,0,41,-9,-7,1.1,1.9,7
COc1ccc(C(=O)N/C(=C\c2ccco2)C(=O)NC2CCS(=O)(=O)C2)cc1 (centres undefined),-7,0.1,1,9,3,-4,-0.4,0.3,6
C/C(=N\Nc1ccc(Cl)cc1)c1ccccn1,-14,0.1,0,26,-4,-7,-0.8,1.2,9
N#Cc1ccccc1NC(=O)Nc1cccc(Cl)c1,-2,1.5,-4,22,-13,-5,0.5,-0.3,-1
CCO[C@@H]1OC(C(=O)N2CCN(Cc3ccccc3)CC2)=C[C@H](C)[C@H]1CCCO,·,0.7,-11,-9,-10,·,0.9,0.8,13
COc1ccc(S(=O)(=O)N2CCC(O)(c3cccnc3)CC2)cc1OC,3,1.2,2,19,-15,-5,0.8,0.9,·
CC(C)CC(NC(=O)C(NC(=O)C1OC2OC(C)(C)OC2C2OC(C)(C)OC12)C(C)C)C(=O)O (centres undefined),-12,0.6,-2,12,-3,4,1.3,0.8,-3
COC(=O)[C@@H]1C[C@@H]2CC[C@@H](O)C[C@@H]2N1Cc1ccc(N2CCN(C)CC2)cc1,13,·,0,2,-11,-15,·,3.4,3
CC1(C)CC(=O)C=C(NCc2ccco2)C1,·,0.8,-1,·,·,·,-0.4,1.7,11
NNC(=O)c1n[nH]c(=O)c2ccccc12,-6,0.5,3,-4,-14,-13,0.2,2.7,-4
CNc1ccc(NC(C)=O)cc1[N+](=O)[O-],-1,0.6,-6,-1,-15,-8,-0.7,-1.0,-9
Cn1cccc1/C=N/n1cnnc1,-12,0.5,-2,15,-6,1,0.9,0.2,28

# Screening data (PubChem BioAssay)
